High-throughput results deposited in PubChem BioAssay by National Center for Advancing Translational Sciences (NCATS).
D3 ag: qHTS of D3 Dopamine Receptor Agonist: qHTS | AID 652048, 2013 | hit rate 0.58% among 410,000 | max activation, % | D(3) dopamine receptor (Homo sapiens), P35462 | D3R DiscoveRx beta-arrestin cells, luminescence, 90 min; in the data active = max activation above about 30%; also: 0% is about no effect; mostly tested at two doses, the higher about 12 µM
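Cells at 1500/well, incubated overnight, then treated with pinned compounds (dopamine as control) for 90 min at 37 degrees C. DiscoveRx reagent added for 30 - 60 minutes at room temperature; luminescence read.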
PTHR1 agonist: qHTS for PTHR1 Agonists: Primary Screen; AID 743266, 2014; hit rate 0.075% among 410,000; Parathyroid hormone/parathyroid hormone-related peptide receptor (Homo sapiens), Q03431; Potency, µM (highest dose often 115 µM), without a hit: top-dose activation, usual class: activators; HEK293 GP2 PTHR1 cells, GloSensor cAMP luminescence, 1 h; also: potency is read from the fitted curve at half-maximal effect; nearly all actives have a fitted effect of over 55% in size; some results filed as inactive show a strong effect at the top dose; inactives centre near -15; many of its hits are not listed in these tables
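HEK-293-derived GP2 cells expressing PTHR1 and a GloSensor cAMP reporter, 3,000/well, plated overnight, given luciferin plus IBMX (each 0.5 mM as added) for 1 h at 37 °C, then compound for 1 h at 37 °C. Luminescence was read after 15 min at room temperature.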
CCT modulator: High-Throughput Screening for Modulators of Cytosolic Chaperonin Activity | purified chaperonin ATPase assay, HTRF ADP detection, 30 min | activity change, % (test concentration not listed), hits read low | hit rate 0.3% among 360,000; in the data active = activity change below about -30%; also: % is scaled to controls: 0 for no effect and ±100 for the full control effect
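ATPase activity: ADP formed was measured by HTRF Transcreener (665/615 nm ratio) after 30 min at 37 deg C with 10 uM ATP. Compounds screened at one 76 uM concentration against 40 or 20 nM TRiC in Tris pH 7.4/KCl/MgCl2/DTT buffer.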
DRD3 antagonist: qHTS of D3 Dopamine Receptor Antagonist: qHTS | D(3) dopamine receptor (Homo sapiens), P35462 | D3R cells, DiscoveRx beta-arrestin luminescence, antagonist mode; stronger effect = lower value | max response, negative = inhibition, % | hit rate 2.5% among 360,000; in the data active = max response below about -50%; inconclusive = no clear call, values can overlap the other calls; also: % is scaled to controls: 0 for no effect and ±100 for the full control effect; mostly tested at two doses, the higher about 12 µM
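Cells expressing the human receptor were seeded at 1500 cells/well, incubated overnight at 37 degrees C in 5% CO2, then exposed to library compounds with dopamine controls for 90 minutes at 37 degrees C before luminescent detection.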
EPAC2 antagonist: qHTS for Antagonist of cAMP-regulated guanine nucleotide exchange factor 2 (EPAC2): primary screen; Rap guanine nucleotide exchange factor 4 (Homo sapiens), Q8WZA2; EPAC2 GEF exchange of Rap1B-BODIPY-GDP, fluorescence; Potency, µM (titrated, usually from 114 µM), without a hit: top-dose activity, negative = inhibition, actives largely listed as inhibitors; hit rate 0.18% among 360,000; AID 720708, 2013; also: potency is read from the fitted curve at half-maximal effect; % is scaled to controls: 0 for no effect and ±100 for the full control effect; nearly all actives have a fitted effect of over 45% in size; many of its hits are not listed in these tables
Target sequence (Q8WZA2 whole entry, looked up): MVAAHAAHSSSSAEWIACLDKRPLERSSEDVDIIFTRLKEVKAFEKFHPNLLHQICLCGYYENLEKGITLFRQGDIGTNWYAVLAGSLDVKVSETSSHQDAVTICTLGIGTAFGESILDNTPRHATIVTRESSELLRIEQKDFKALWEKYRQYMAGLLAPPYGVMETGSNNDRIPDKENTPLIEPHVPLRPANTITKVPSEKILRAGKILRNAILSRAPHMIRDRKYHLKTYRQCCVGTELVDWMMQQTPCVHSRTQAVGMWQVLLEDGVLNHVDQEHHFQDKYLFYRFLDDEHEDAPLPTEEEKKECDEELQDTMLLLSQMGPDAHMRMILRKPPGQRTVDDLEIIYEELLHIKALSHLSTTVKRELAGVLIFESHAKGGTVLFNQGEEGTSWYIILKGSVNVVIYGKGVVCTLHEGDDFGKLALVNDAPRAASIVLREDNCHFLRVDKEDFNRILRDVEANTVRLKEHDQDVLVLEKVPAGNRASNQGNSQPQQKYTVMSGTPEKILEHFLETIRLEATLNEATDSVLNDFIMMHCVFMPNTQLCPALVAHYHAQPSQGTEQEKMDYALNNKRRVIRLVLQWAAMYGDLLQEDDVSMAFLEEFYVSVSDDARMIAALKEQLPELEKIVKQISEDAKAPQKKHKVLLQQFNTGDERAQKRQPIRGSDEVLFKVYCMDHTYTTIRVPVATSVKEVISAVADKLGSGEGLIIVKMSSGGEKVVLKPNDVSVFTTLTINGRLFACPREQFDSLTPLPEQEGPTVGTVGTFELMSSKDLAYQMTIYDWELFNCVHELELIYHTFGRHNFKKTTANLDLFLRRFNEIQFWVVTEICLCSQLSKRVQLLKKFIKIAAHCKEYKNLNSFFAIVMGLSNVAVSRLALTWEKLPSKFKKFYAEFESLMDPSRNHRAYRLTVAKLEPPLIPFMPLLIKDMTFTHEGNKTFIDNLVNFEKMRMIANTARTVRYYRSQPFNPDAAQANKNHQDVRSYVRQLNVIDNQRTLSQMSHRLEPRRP
Akt phos inh: HTS Assay for Inhibitors of Akt Phophorylation: Primary Screen; Neuro2A IGF-stimulated pAkt S473 HTRF, 20 min; stronger effect = lower value; activity change, % for hits at 50 µM; hit rate 0.32% among 360,000; AID 651550, 2012; in the data active = activity change below about -80%; inconclusive = mostly about -51% to -80%; also: % is scaled to controls: 0 for no effect and ±100 for the full control effect
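Neuro2A cells in DMEM with 0.5% FBS, overnight at 37 deg C, given compound at single 50 µM final, then IGF (6 nM final) for 20 min at 37 deg C. Lysed; phospho-Akt Ser473 by HTRF after 24 h, 665/615 ratio.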
MmCpn inh: Inhibitors of TCP-1 ring complex (TRiC) of Methanococcus maripaludis (MmCpn): qHTS | Potency, µM (top dose mostly 76.9 µM), for inactives: at the highest dose activity, negative = inhibition, actives largely listed as inhibitors | hit rate 0.031% among 330,000 | purified Mm-Cpn ATPase, ADP Transcreener TR-FRET; also: potency is read from the fitted curve at half-maximal effect; % is scaled to controls: 0 for no effect and ±100 for the full control effect; nearly all actives have a fitted effect of over 80% in size
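TR-FRET (320 nm excitation; 590 and 665 nm emission) reports ADP made from 10 uM ATP by 25 nM enzyme; compounds were preincubated 10 min, reaction run 30 min, both at 37°C.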
EPAC2 ag: qHTS for Agonist of cAMP-regulated guanine nucleotide exchange factor 4 (EPAC2): primary screen. EPAC2 activation, biochemical qHTS; response scale: 100% = 6.5 mM cAMP response. hit rate 0.079% among 360,000. AID 720711, 2013. Potency, µM (top dose mostly 154 µM), for the others: top-dose activation, most hits filed as activators. Rap guanine nucleotide exchange factor 4 (Homo sapiens), Q8WZA2; also: potency is read from the fitted curve at half-maximal effect; nearly all actives have a fitted effect of over 50% in size
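Each well held 100 nM EPAC2, 250 nM RAP1B-BODIPY-GDP and 50 uM GDP. Fluorescence, read at 5-min intervals to 30 min, was referenced to a 6.5 mM cAMP positive control.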
Numbers without * were called inactive; i = inactive; ? = inconclusive; . = no result given; [ ] = another dose, or the depositor's remark. Unless noted, calls follow the shape of the dose curve; as a rule, active = well fitted curve in the direction sought with a large enough effect; inconclusive = small, poorly fitted or top-dose-only effect, or another doubt; inactive = no such curve, though single readings can be large; an effect the other way counts as inactive or inconclusive. Some of the compounds tested; rates above refer to the full screens.

SMILES	D3 ag	PTHR1 agonist	CCT modulator	DRD3 antagonist	EPAC2 antagonist	Akt phos inh	MmCpn inh	EPAC2 ag
COc1cccc(CN2CCCC(C(=O)N3CCCCC3)C2)c1 (stereo not given)	-6	i	-6.8	-28	-1%	i	-1%	5%
COc1ccc(/C=N/NC(=O)C(C)n2nnc3ccccc32)cc1OC (stereo not given)	0	i	-6.2	-1	-2%	i	1%	4%
O=C1[C@H](c2ccccc2)[C@@H](c2ccccc2)N1c1ccncc1	-5	-1%	-0.2	1	?	i	1%	6%
Cc1ccccc1OCC(O)CN1CCN(c2ccccn2)CC1 (stereo not given)	41*	i	3.5	-17	-3%	i	2%	3%
Cn1c2ccccc2c(=O)c2c(=O)n(-c3ccccc3)c(C3CCCCC3)nc21	-3	-40%[inhibitor]	1.0	-22	-2%	i	-3%	10%
Fc1cccc(CN2CCN(Cc3nc(CCc4ccccc4)no3)CC2)c1	-2	-40%[inhibitor]	-1.2	-3	2%	i	4%	10%
O=C(CSc1cccc[n+]1[O-])c1ccccc1Br	-6	4%	-5.6	-15	-3%	i	1%	5%
Cc1ccc(NC(=O)CN(C)C(=O)COC(=O)CNS(=O)(=O)c2ccc(F)c(F)c2F)cc1	-11	-20%	-1.2	-1	-5%	i	-2%	8%
CCn1cc(S(=O)(=O)c2ccc(OC)cc2)c(=O)c2cc(F)c(N3CCN(C)CC3)cc21	-2	?	-0.6	-14	9%	i	2%	9%
O=C(Cc1ccc(F)cc1)NCCc1cnc[nH]1	5	-3%	0.6	-11	18%	i	0%	3%
CCOc1cc(NC(=O)c2cccs2)c(OCC)cc1NC(=O)c1ccccn1	-6	i	-1.5	-5	0%	i	0%	4%
Cc1cc(SC(C)C(=O)NCC(=O)Nc2ccc(F)c(F)c2F)nc2ccccc12 (stereo not given)	6	i	-3.7	-7	0%	i	-17%	1%
NC(=O)c1c(NC(=O)c2cccnc2Cl)sc2c1CCCC2	-14	i	-5.9	-24	10%	i	0%	-8%
CS(=O)(=O)N1CCCCC1c1cc(C(=O)Nc2ccccc2)no1 (stereo not given)	-22	-18%	1.3	-11	9%	i	.	3%
Cc1ccnc(NS(=O)(=O)c2ccc(NC(=O)C34CC5CC(CC(C5)C3)C4)cc2)n1	-1	-19%	-2.4	?	-1%	i	2%	4%
CC1=C(C(=O)N(C(C)C)C(C)C)CC(CC(=O)NCC2CCCCC2)C(=O)N1Cc1ccc(F)cc1 (stereo not given)	7	-24%	0.7	19	-11%	i	.	-3%
COC(=O)C1CCN(CCCOc2ccc(CN3CCN(c4ccc([N+](=O)[O-])cc4)CC3)cc2)CC1	32*	-2%	0.4	?	-6%	i	3%	-2%
c1ccc(-c2cc(-c3nc4ccccc4[nH]3)c3ccccc3n2)cc1	-4	-18%	-1.3	7	2%	i	-13%	12%
COC(=O)c1nc2ccccc2s1	1	i	0.4	11	13%	i	2%	6%
Cn1ncc([N+](=O)[O-])c1C(=O)NC1CCCCCC1	0	i	-2.3	7	5%	i	0%	7%
CCC(=O)N1CCCC1(C)C(=O)Nc1ccc(OC(F)F)cc1 (stereo not given)	6	i	-0.4	27	13%	i	.	1%
Fc1ccc(CSc2ncnc3c2oc2ccccc23)cc1	8	i	0.4	0	12%	i	-12%	6%
Cc1cccc(C(=O)O/N=C(\N)c2ccc(Cl)cc2)c1	-9	-27%	-1.2	-4	0%	i	0%	6%
C=CCc1ccccc1OCCSc1nc2ccc([N+](=O)[O-])cc2s1	-4	i	0.8	22	-4%	i	1%	12%
C/C(=N/NC(=O)c1ccncc1)c1c[nH]c2ccccc12	0	i	0.7	-6	4%	i	-5%	-1%
CCSc1nnc(NC(=O)COc2ccc(Cl)cc2)s1	3	-21%	-0.1	12	-8%	i	0%	0%
CC(C)n1c(SCC(=O)Nc2ccc(F)cc2)nnc1C1CC1	-1	1%	-2.2	-20	-1%	i	-1%	14%
CC(C)(C)c1ccc(C(=O)NCCc2ccccc2)cc1	-7	-51%[inhibitor]	-5.5	-22	-1%	i	1%	16%
Cc1cc(S(=O)(=O)N2CCN(C(=O)CCC(=O)N3CCOCC3)CC2)ccc1Br	0	-19%	-6.5	-2	-3%	i	0%	5%
COc1cc(/C=N/N2C(=O)c3ccccc3C2=O)ccc1O	4	-14%	-2.2	5	-2%	i	-2%	1%
COc1ccc(O)c(C=Nc2cc(C)on2)c1	7	i	1.1	-10	0%	i	-2%	7%
COC(=O)c1sccc1-c1ccc(/C=N/OC(=O)c2ccccc2)o1	6	-5%[57.5 µM]	-2.0	20	-6%	i	-17%	5%
O=C(N/N=C/c1ccc(O)cc1O)C(=O)N/N=C/c1ccc(O)cc1O	40*	i	-0.3	5	2%	i	-1%	-4%
Cc1cccc([C@@H](NC(=O)OC(C)(C)C)C(=O)OC(C)(C)C)c1	4	-27%	0.2	8	1%	i	2%	-6%
CS(=O)(=O)N(Cc1ccc(C(=O)NCCSCc2ccco2)cc1)c1ccccc1	0	i	-3.0	9	-4%	i	1%	-1%
Cc1ccc(CSc2nsc(C)c2C#N)cc1	5	-19%	-0.4	15	-24%	i	0%	14%
Cc1cc(C(=O)Nc2ccccc2C(=O)O)oc1C	-7	-14%	-4.2	-17	1%	i	2%	6%
O=C(CSCc1ccccc1)NCCCN1CCOCC1	-8	13%	-0.8	-10	-18%	i	-2%	6%
CC1(Oc2ccc(CC#N)cc2)CCN(Cc2ccc(-n3ccnc3)cc2)C1 (stereo not given)	1	-11%	-0.3	-13	4%	i	.	-2%
O=C(Nc1ccnn1C1CCN(Cc2cccc(F)c2F)CC1)C1CCCC1	-30	i	0.8	-5	0%	i	2%	-3%
CCOCC(=O)Nc1cc(C(=O)Nc2ccccc2)ccc1Cl	18	-8%[57.5 µM]	4.6	-16	7%	i	-2%	-11%
Cc1nc2ccccn2c1-c1csc(Nc2ccc(C(=O)O)cc2)n1	-1	28%	-1.2	-4	1%	i	-6%	-1%
COc1ccc(C(=O)NCC(=O)N/N=C/c2cn[nH]c2-c2ccccc2)cc1	5	i	-2.7	3	-2%	i	3%	8%
Cc1cccc(C)c1OCCSc1n[nH]c(N)n1	4	-13%[57.5 µM]	-3.0	17	9%	i	1%	4%
CCOc1cc(C(=O)OCC(=O)c2c(N)n(C)c(=O)n(C)c2=O)cc(OCC)c1OCC	33*	19%[57.5 µM]	1.8	10	-1%	i	1%	-11%
C#CCOCCOCCOCCNc1nc(N2CCN(C(=O)C([C@@H](C)CC)n3cc(C(N)COC(=O)C(F)(F)F)nn3)CC2)nc(N2CCN(C(=O)[C@H](CCCCN)n3cc(C(N)[C@H](C)CC)nn3)CC2)n1 (stereo not given in full)	7	-25%	0.8	3	16%	i	.	1%
Cc1nnc(NS(=O)(=O)c2ccc(N=Nc3ccc(N)nc3N)cc2)s1	-11	i	1.0	-26	-18%	i	.	1%
CC(C)(C)NC(=O)C1Cc2ccccc2CN1S(=O)(=O)c1ccc(F)cc1 (stereo not given)	8	0%	-1.7	-1	-1%	i	2%	5%
CN(C(=O)CCN1C(=O)c2ccccc2C1=O)c1ccccc1	5	-2%	0.5	3	9%	i	-1%	-1%
Cc1cccc(OCCCCCNCCO)c1	-7	i	-0.1	-18	2%	i	-1%	6%
Continuation:
SMILES	D3 ag	PTHR1 agonist	CCT modulator	DRD3 antagonist	EPAC2 antagonist	Akt phos inh	MmCpn inh	EPAC2 ag
S=c1[nH]nc(-c2ccc(Cl)cc2Cl)n1-c1ccccc1	9	?	-8.0	-16	3%	i	1%	0%
O=C(c1ccc(-c2cccc(C(F)(F)F)c2)o1)N1CCOCC1	4	-10%	1.1	0	9%	i	1%	-17%
O=C1Cc2cc(S(=O)(=O)NCc3ccccc3Cl)cc3c2N1CCC3	-4	-21%	0.6	23	1%	i	-2%	-2%
O=C(CCn1nnc(-c2cccs2)n1)NC1CCCCC1	1	-8%[57.5 µM]	-6.4	15	0%	i	1%	2%
Cc1ccc2nc(N3CCN(c4ccccc4F)CC3)c(C=O)c(=O)n2c1	16	-18%	-1.2	-6	-6%	i	1%	11%
Cc1cc(C(=O)COC(=O)CC2Sc3ccccc3NC2=O)c(C)n1-c1ccc(Br)cc1 (stereo not given)	5	-34%[inhibitor]	-4.0	3	-3%	i	-10%	6%
COc1cccc(NC(=S)N(CCc2c(C)[nH]c3ccccc23)Cc2ccco2)c1	-3	-20%	-1.6	?	9%	i	-1%	6%
CC(C)N1C(=O)S/C(=C/c2ccc3c(c2)n(C)c(=O)n3C)C1=O	15	i	2.5	34	-4%	i	-5%	-1%
CN(Cc1nc2ccccc2c(=O)[nH]1)C(=O)C1CC(=O)N(c2cccc3ccccc23)C1 (stereo not given)	-7	i	-1.4	5	8%	i	-1%	3%
Clc1ccc(-c2nc3ccncc3[nH]2)cc1	1	i	0.6	16	-6%	i	0%	4%
Cc1nc(NC(=O)c2ccccc2)sc1Cc1ccc2c(c1)OCO2	0	-19%	-1.5	-6	-2%	i	-4%	4%
COc1cc2cc(CCO)oc(=O)c2cc1OC	-2	-20%	-1.0	0	5%	i	0%	2%

Molecules shown so far that have a thiophene ring, fused or not:
SMILES	D3 ag	PTHR1 agonist	CCT modulator	DRD3 antagonist	EPAC2 antagonist	Akt phos inh	MmCpn inh	EPAC2 ag
CCOc1cc(NC(=O)c2cccs2)c(OCC)cc1NC(=O)c1ccccn1	-6	i	-1.5	-5	0%	i	0%	4%
NC(=O)c1c(NC(=O)c2cccnc2Cl)sc2c1CCCC2	-14	i	-5.9	-24	10%	i	0%	-8%
COC(=O)c1sccc1-c1ccc(/C=N/OC(=O)c2ccccc2)o1	6	-5%[57.5 µM]	-2.0	20	-6%	i	-17%	5%
O=C(CCn1nnc(-c2cccs2)n1)NC1CCCCC1	1	-8%[57.5 µM]	-6.4	15	0%	i	1%	2%
